Compound activity deposited in PubChem by several laboratories.
C1s block – human complement C1s inhibition. purified C1s, fluorogenic AMC substrate, pooled mixtures. mean inhibition % of two 10-compound mixtures (active compounds read high), % at 5 µM (by protocol). actives 0.16% (n = 62,000). AID 538;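 active means inhibition above 20% in each of the two 10-compound mixture wells holding the compound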;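 further: 0% = enzyme wells lacking compound mixture and 100% = no-enzyme blank wells; some compounds called inactive have numbers as strong as hits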
PKA kinase inh – inhibitors of human protein kinase A; P17612; PKA Kemptide phosphorylation, Kinase-Glo ATP luminescence; inhibition, % at 6 µM; actives 0.1% (n = 65,000);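 active means inhibition above the screen-wide mean inhibition plus 3 SD, cut at about 21% in these data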; further: many of its hits are not listed in these tables
CatB block – inhibitors of human cathepsin B; actives 0.1% (n = 63,000); inhibition, %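 (tested at 10 µM)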; P07858; purified cathepsin B, fluorogenic substrate, fluorescence; AID 453; in the data active means inhibition above about 21%;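 further: 0% = enzyme with no compound and 100% = no enzyme blank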
ROCK2 blocker – ROCK2 (human) kinase inhibition | actives 0.35% (n = 60,000) | O75116 | purified ROCK2, Kinase-Glo ATP depletion luminescence | inhibition, % at 6 µM;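 active means inhibition above the screen-wide mean inhibition plus 3 SD, cut at about 18% in these data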;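 further: plate controls were DMSO wells for no effect and Y-27632 control wells after no-enzyme background subtraction for full effect; many of its hits are not listed in these tables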
HER2 expr 66K – inhibitors of human Her2 kinase expression; SKBR-3 HER2 protein level, AlphaScreen, 18-24 h; active compounds read low; AID 645; actives 0.69% (n = 65,000); P04626; HER2 level % of control, % at 10 µM;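 active means HER2 level under 5% of the carrier-only control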;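 further: 100% = DMSO carrier and 0% = 500 nM PU-H71 HSP90 inhibitor; lower value means stronger loss of Her2 protein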
CatB mixtures – human cathepsin B inhibition by mixtures; inhibition, %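 (ten-compound pools at 5 µM per compound and 50 µM total)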; actives 0.06% (n = 62,000); Purified cathepsin B, AMC dipeptide fluorescence, compound mixtures; P07858; in the data active means inhibition above about 22%, passing the limit was not always enough;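 further: 0% = enzyme without compound and 100% = no enzyme blank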
CatL block – blocks human cathepsin L protease activity; P07711; purified cathepsin L, fluorogenic substrate, fluorescence; inhibition, %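 (tested at 10 µM)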; actives 0.17% (n = 58,000); in the data active means inhibition above about 45%;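 further: 0% = enzyme with no compound and 100% = no enzyme blank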
CatS inh – human cathepsin S inhibition. inhibition, %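 (tested at 5 µM per compound within 10-compound mixtures)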. actives 0.06% (n = 62,000). recombinant cathepsin S, AMC dipeptide fluorescence, pooled mixtures; in the data active means inhibition above about 32%, passing the limit was not always enough;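 further: 0% = enzyme without compound and 100% = blank without enzyme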
Cathepsin G inh – inhibitors of human cathepsin G | inhibition, % at 5 µM (by protocol) | purified enzyme, AMC-tetrapeptide fluorescence, pooled mixtures | AID 581 | actives 0.2% (n = 62,000) | P08311;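 active means inhibition above 20% in each of the two mixture wells holding the compound; inactive means inhibition of 20% or less in either well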;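 further: 0% = enzyme control without mixture and 100% = blank lacking enzyme; strong numbers were not always called active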
* = called active by the depositor; · = not tested or not shown.

SMILES	C1s block	PKA kinase inh	CatB block	ROCK2 blocker	HER2 expr 66K	CatB mixtures	CatL block	CatS inh	Cathepsin G inh
COc1ccc(CNC(=O)c2noc3c2CCCCC3)cc1	-5	10	0	9	101	-1	24	2	-1
CCOc1ccc(CNC(=O)CCn2c(=O)oc3ccccc32)cc1OC	12	7	-4	3	82	-4	-7	-6	28
CCN(CC)C(=O)C1CC(=O)OC1(C)C (stereo not given)	-13	-5	-1	-5	105	-7	3	-3	-1
COc1ccc(Cn2nnnc2CN2CCOCC2)cc1	-27	12	-2	7	121	19	-2	-6	17
CCOC(=O)N1CCC(N2Cc3cccc(C(=O)NCc4ccc(C)cc4)c3C2=O)CC1	-4	3	3	0	80	1	13	4	0
c1ccc(-c2csc(Nc3nc(N4CCOCC4)nc(N4CCOCC4)n3)n2)cc1	-20	·	2	·	117	-1	·	-7	-3
COCc1c(C(N)=O)nnn1-c1nonc1N	5	6	-3	6	72	8	23	3	3
O=C1CCCc2c1cc(C(=O)Nc1ccc(Cl)cn1)c(=O)n2-c1ccccc1	-20	7	-4	2	111	2	4	-2	0
Cc1cccc(OCCCC(=O)Nc2ccc(N3CCOCC3)cc2)c1	-13	·	5	·	140	2	·	3	2
Cc1ccc(CN2CC(C(=O)Nc3ccc4c(C)cc(=O)oc4c3)CC2=O)cc1 (stereo not given)	-11	6	2	4	164	-3	1	-2	5
Cc1oc2c(CN3CCCC3)c(O)ccc2c(=O)c1-c1ccccc1	-24	6	-5	2	115	9	-29	11	0
O=c1[nH]cnc2nc(-c3ccccc3)c(-c3ccccc3)nc12	-26	10	1	7	118	-1	-43	1	1
Cc1ccccc1-n1nc(C)c2cc(C(=O)N3CCOCC3)sc21	5	2	-2	4	89	4	-1	-6	2
Cc1cc(C)c2c(=O)n(CC(=O)NCCCN3CCOCC3)sc2n1	14	8	2	3	102	5	12	2	6
CC1CCN(C(=O)CSc2ccc(-c3ccc(F)cc3)nn2)CC1	4	9	1	3	67	3	-5	-2	7
COCCOC(=O)c1c(C)oc2ccc(OCC=C(C)C)cc12	0	4	-6	3	119	2	-5	6	-1
CCCCn1c(SCc2nnc(-c3ccccc3)o2)nc2c1c(=O)n(C)c(=O)n2C	15	7	0	-1	93	5	8	-1	10
Cc1ccc(N2C(=O)[C@@H]3Cc4ccccc4CN3C2=O)cc1	-10	7	2	6	106	-3	·	-5	6
Fc1ccc(C2C3=C(Nc4ncnn42)c2ccccc2OC3c2ccncc2)cc1 (stereo not given)	-18	-1	-6	4	140	1	22	1	13
C=CCNC(=O)c1scc2c1CCCC2	14	9	4	4	148	0	-4	-9	7
CC1(C)CC(=O)N(CC(=O)N2CCN(c3ncccn3)CC2)c2ccccc2S1(=O)=O	-22	6	4	-1	97	2	-5	1	-13
CC(C)=C1C2C=CC1C(C(=O)Nc1cccc(C)c1)C2C(=O)O (stereo not given)	4	6	-4	5	108	0	-6	4	0
CCCCN1CCc2c([nH]c3ccc(C)cc23)C1=O	-5	8	·	5	63	0	5	-3	6
COc1ccc(N2CCN(C(=O)Cn3c(=O)[nH]c4ccsc4c3=O)CC2)cc1	-31	4	-2	·	73	3	-10	-6	7
COc1ccc(N2CCN(C(=O)c3cn(C)c(=O)c4c3c3ccccc3n4C)CC2)cc1	4	11	-1	8	77	2	2	-5	10
Fc1ccccc1N1CCN(C(c2ccccn2)c2nnnn2C2CCCCC2)CC1 (stereo not given)	-3	6	2	1	107	-8	·	-2	9
Cc1ccc(CCNC(=O)C2CCCN(S(=O)(=O)c3c(C)noc3/C=C/N(C)C)C2)cc1 (stereo not given)	5	4	0	-3	96	0	3	-1	0
CCOC(=O)c1sc2nc(SCC(=O)NCc3ccco3)n(Cc3ccccc3)c(=O)c2c1C	18	-5	8	·	97	5	-23	-1	15
O=C(O)CCc1ccc(-c2ccc(F)cc2)n1CCC(=O)O	5	-5	-4	-8	90	6	4	0	9
COCCSc1nnc(-c2cnccn2)o1	8	7	1	4	100	5	8	6	8
O=C(Nc1nc2ccccc2n1Cc1ccccc1)c1ccco1	-20	6	13	6	86	1	5	-8	7
O=C(O)CCCC(=O)Nc1ccccc1C(=O)N1CCCC1	9	6	4	5	103	1	·	-3	31
CCCCn1c(SCC(=O)N2CCOCC2)nnc1-c1cccs1	6	0	-1	-2	99	3	-3	-4	13
COc1ccc(CN2CCN(C(=O)c3cccs3)CC2)c(OC)c1OC	-27	2	-7	0	101	6	23	11	-1
CCN(CCNC(=O)Cn1cc2c(n1)CCCC2)c1ccccc1	13	3	4	7	94	0	12	-5	9
CCN(CC)C(=O)CSc1nnc(-c2cccc(OC)c2)o1	-8	8	2	4	66	0	10	-3	-3
COc1ccc2c(c1)CCc1c(C(=O)Nc3cc(C)n(Cc4ccc(Cl)cc4)n3)noc1-2	12	3	4	-1	83	1	0	-4	66*
COCCCN(C)C1CCN(C(=O)Nc2ccc(F)cc2)CC1	-5	5	0	-1	105	-1	4	18	4
Cc1ccc(-c2noc(CCC(=O)NCCN3CCc4ccccc4C3)n2)cc1	1	8	-3	7	107	-4	13	8	0
COc1ccccc1NC(=O)Nn1cnnc1	-43	5	-1	·	121	-5	·	-14	-15
CCOc1ccc(-c2nnn(CC(=O)Nc3ccccc3OC)n2)cc1OCC	-3	0	4	-1	84	-3	10	-5	6
Cc1ccccc1-n1c(C)nnc1SCC(=O)N1CC(=O)Nc2ccccc21	8	8	3	6	106	3	1	4	11
COc1ccc(C)cc1NC(=O)c1nc2nc(C)cc(C)n2n1	-16	0	-5	2	115	10	-1	30	1
CCCC(=O)Nc1cccc(-c2cn3ccsc3n2)c1	-24	9	-7	8	84	2	-5	-6	7
CCOC(=O)c1ccc2[nH]c3c(c2c1)CN(C)CC3	3	6	2	-1	92	-5	14	6	12
COc1ccc(CNC(=O)c2cc(-c3ccco3)on2)cc1	2	-1	-6	1	82	4	-9	-8	-1
CC(=O)c1ccc(Nc2cc(C)nc3nc(C)nn23)cc1	19	-2	4	0	109	5	9	21	10
CCC1CCCCN1CCNC(=O)c1[nH]c(C)c(C(C)=O)c1C (stereo not given)	12	-2	-1	2	117	4	-4	-15	10
COc1ccc(N=C2SC(CC(=O)Nc3ccccc3)C(=O)N2CC2CCCO2)cc1 (stereo not given)	-17	4	-7	1	82	4	-4	-8	-1
Cc1cccn2c(=O)c3cc(C#N)c(=N)n(Cc4ccncc4)c3nc12	·	4	-3	7	108	·	-153	·	·
Next compounds:
SMILES	C1s block	PKA kinase inh	CatB block	ROCK2 blocker	HER2 expr 66K	CatB mixtures	CatL block	CatS inh	Cathepsin G inh
NC(=O)C1CCN(C(=O)C23CC4CC(CC(C4)C2)C3)CC1	-55	6	2	7	94	-6	-4	-9	-15
O=C(CSc1nc(-c2ccco2)cc(C(F)(F)F)n1)NCCc1ccccc1	1	9	-1	4	59	-1	11	7	-1
CCCSc1nnc(-c2ccccc2NC(=O)CC)c(=O)[nH]1	-9	-2	-2	1	97	5	0	-7	8
COc1ccc(Cc2nn3c(-c4cc(OC)c(OC)c(OC)c4)nnc3s2)cc1	-17	0	2	5	187	5	-1	-8	-6
Nn1c(-c2cccc(Br)c2)n[nH]c1=S	5	1	5	1	69	4	9	1	6
O=C1OCc2cc(NC(=O)C3CCCCC3)ccc21	4	0	-3	3	97	3	-19	-5	0
O=C(O)CNC(=O)c1ccc(OC(F)F)cc1	-69	13	-4	·	213	-3	-1	-20	-8
O=C(CCC(=O)c1cccs1)OCC(=O)N1CCN(S(=O)(=O)c2ccccc2)CC1	-7	0	-4	11	95	3	8	11	0
O=C(c1cccnc1)N1CCN(S(=O)(=O)c2ccc(S(=O)(=O)N3CCCC3)cc2)CC1	-33	12	-3	·	111	4	-7	-6	-2
COc1ccc(CNc2ccc(-c3ccc(OC)cc3)nn2)cc1	16	8	1	4	63	4	-2	10	12

An excerpt from above in order of their number in CatS inh, largest number first:
compound | C1s block | PKA kinase inh | CatB block | ROCK2 blocker | HER2 expr 66K | CatB mixtures | CatL block | CatS inh | Cathepsin G inh
COc1ccc(CNc2ccc(-c3ccc(OC)cc3)nn2)cc1 | 16 | 8 | 1 | 4 | 63 | 4 | -2 | 10 | 12
Cc1ccccc1-n1c(C)nnc1SCC(=O)N1CC(=O)Nc2ccccc21 | 8 | 8 | 3 | 6 | 106 | 3 | 1 | 4 | 11
O=C1CCCc2c1cc(C(=O)Nc1ccc(Cl)cn1)c(=O)n2-c1ccccc1 | -20 | 7 | -4 | 2 | 111 | 2 | 4 | -2 | 0
COc1ccccc1NC(=O)Nn1cnnc1 | -43 | 5 | -1 | · | 121 | -5 | · | -14 | -15

New compounds follow:
SMILES	C1s block	PKA kinase inh	CatB block	ROCK2 blocker	HER2 expr 66K	CatB mixtures	CatL block	CatS inh	Cathepsin G inh
CC1CCCCN1S(=O)(=O)c1ccc(C(=O)Nc2nnc(-c3cccs3)o2)cc1 (stereo not given)	10	9	1	5	59	5	-3	-2	11
O=C1CC(c2ccsc2)c2cc3c(cc2N1)OCCO3 (stereo not given)	0	6	0	2	74	4	13	1	-5
Cc1cccc(Cn2c(SCCN3CCOCC3)nc3c2c(=O)n(C)c(=O)n3C)c1	0	0	-3	2	72	0	14	8	9
O=C1C(=O)N(CCCn2ccnc2)C(c2cccnc2)/C1=C(/O)c1ccc(F)cc1 (stereo not given)	1	2	-1	2	100	5	·	-5	2
CCOC(=O)c1ccc(CNC(=O)C2CCCCC2C(=O)OCC(F)(F)F)o1 (stereo not given)	13	8	4	3	107	3	-5	-19	8
CC(C)(C)c1nc(NCCN2CCOCC2)c2nnn(Cc3ccccc3Cl)c2n1	7	4	0	2	102	0	2	1	11
O=C1C(Cl)=C(N2CCCCCC2)C(=O)N1c1ccccc1	-133	0	1	6	57	-2	11	-7	-9
COc1ccc(S(=O)(=O)n2nc(OC(=O)c3ccccc3)cc2N)cc1	23	-2	39*	-1	133	29*	-1	14	35*
O=C(CNS(=O)(=O)c1ccc(C(=O)N2CCOCC2)cc1)N1CCOCC1	1	2	-1	1	101	-1	-5	-5	3
COc1ccc(OCC(=O)Nc2ccc3c(c2)nc2n3CCSC2)cc1	-4	7	0	5	80	-7	10	-4	9
COc1ccc(S(=O)(=O)N2CCC(C(=O)c3ccc4c(c3)OCCO4)CC2)cc1	4	-3	2	-1	86	4	2	10	2
O=C(CCS(=O)(=O)c1ccc(Cl)cc1)Oc1ccc2c(c1)OCO2	3	-5	4	-1	94	2	5	11	7
CCOC(=O)c1c(NC(=O)CSc2nc(C)cc(C)c2C#N)sc(C(C)=O)c1C	14	6	11	3	74	4	11	11	11
O=C(NC1CCN(Cc2ccccc2)CC1)C1CCCN(S(=O)(=O)c2cccc3nonc23)C1 (stereo not given)	-24	1	5	·	98	2	1	13	-3
CCOC(=O)N1CCN(C(=O)c2ccc3c(=O)n(CCC4=CCCCC4)c(=S)[nH]c3c2)CC1	16	1	1	8	65	2	0	-3	8
Cc1nnc(NC(=O)CCC(=O)N2CCN(CCc3ccccc3)CC2)s1	-34	1	2	0	118	2	-7	-10	5
Cc1cccc(N2CCN(C(=O)c3ccc(NS(=O)(=O)c4c(C)noc4C)cc3)CC2)c1C	-4	-1	3	-2	70	5	-11	8	-2
Cc1ccc(NS(=O)(=O)c2ccc(NC(=O)c3ccc(Br)o3)cc2)c(C)c1	-39	5	0	6	46	-8	16	11	4
CCCCSc1nnc(-c2ccc(NC(=O)CC)cc2)n1C	10	2	-1	1	·	1	-13	-9	8
CC(C)(C)c1cc(CN(CCO)CCO)cc(C(C)(C)C)c1O	17	-3	-1	3	69	6	25	6	10
C=CCn1c(C)cc(C(=O)CSc2nc3ccccc3o2)c1C	2	-3	-4	-3	92	2	5	-4	4
CC(=O)N/C(=N/c1nc(C)cc(C)n1)Nc1ccc(NC(C)=O)cc1	·	7	6	8	80	·	38	·	·
COCCN1C=C(C(=O)OC)C(c2cc3c(cc2Br)OCO3)C(C(=O)OC)=C1	-41	12	-2	4	81	6	-5	0	-4
Nc1c(C(O)(C(F)(F)F)C(F)(F)F)ccc2ccccc12	-1	3	-3	12	73	5	0	-3	1

A portion of the library, so the mix of outcomes need not match the whole.
